Compound activity (PubChem BioAssay)
ASAP1 inh: inhibitors of human ASAP1 ArfGAP activity; Q9ULH1; inhibition, % at 16.5 µM; ASAP1-stimulated ARF1 GTP hydrolysis, GDP FP detection; 0.19% of 360,000 active; in the data active means inhibition above about 25%;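 further: 0% = vehicle with enzyme and substrate and 100% = no enzyme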
Target sequence (Q9ULH1 325-724 limits assumed): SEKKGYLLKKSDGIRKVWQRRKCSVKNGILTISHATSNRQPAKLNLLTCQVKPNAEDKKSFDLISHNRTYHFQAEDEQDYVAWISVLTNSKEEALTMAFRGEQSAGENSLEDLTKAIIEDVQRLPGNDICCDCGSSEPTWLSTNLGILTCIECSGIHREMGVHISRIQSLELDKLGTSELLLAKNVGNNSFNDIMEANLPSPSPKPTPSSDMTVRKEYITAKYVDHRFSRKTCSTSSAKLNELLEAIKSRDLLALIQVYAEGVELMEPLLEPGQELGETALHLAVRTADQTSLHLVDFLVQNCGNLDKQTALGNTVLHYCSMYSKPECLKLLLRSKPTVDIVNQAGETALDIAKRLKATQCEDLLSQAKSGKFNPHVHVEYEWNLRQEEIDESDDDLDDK
rCAG RNA binder: molecules binding r(CAG) RNA repeats; r(CAG) RNA repeat, TO-PRO-1 dye displacement fluorescence; inhibition, % at 3 µM; 1.3% of 370,000 active;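 active means inhibition above the plate cutoff, the mean of all test compounds on that plate plus 3 SD, cut at about 35% in these data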;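 further: 0% = DMSO alone and 100% = 100 µM mitoxantrone as full dye displacement; higher means more dye released from RNA so lower well fluorescence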
proKLK7 act: activators of human kallikrein-7 zymogen | P49862 | purified proKLK7, EDANS-DABCYL substrate fluorescence; 100% is mature enzyme control, 0% vehicle | activation, % at 7 µM | 0.9% of 370,000 active | AID 652039;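 active means activation above the mean of all tested compounds plus 3 SD, computed per campaign excluding outliers beyond control limits, cut at about 13% in these data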
FXN GAA850 act: increases GAA850 frataxin promoter reporter activity | 0.56% of 360,000 active | HEK293 lucGAA850 FXN promoter luciferase reporter, 24 h; percent of 10 µM SAHA response | activation, % at 6 µM;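 active means activation above the average of all compounds screened plus 3 SD, cutoff fixed separately per campaign, cut at about 7.5% in these data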;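 further: 0% = DMSO wells and 100% = 10 µM SAHA wells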
sPLA2-III inh: Blocks human group III sPLA2 activity. Q9NZ20. QFRET BODIPY PC-A2 liposome hydrolysis, fluorescence. inhibition, % at 12.2 µM. 0.56% of 370,000 active. AID 743126;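 active means inhibition above mean plus 3 SD of compounds lying within the high and low control bounds, cut at about 19% in these data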;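 further: 0% = median of test compound wells and 100% = no enzyme DMSO wells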
Target sequence (Q9NZ20 whole entry, looked up): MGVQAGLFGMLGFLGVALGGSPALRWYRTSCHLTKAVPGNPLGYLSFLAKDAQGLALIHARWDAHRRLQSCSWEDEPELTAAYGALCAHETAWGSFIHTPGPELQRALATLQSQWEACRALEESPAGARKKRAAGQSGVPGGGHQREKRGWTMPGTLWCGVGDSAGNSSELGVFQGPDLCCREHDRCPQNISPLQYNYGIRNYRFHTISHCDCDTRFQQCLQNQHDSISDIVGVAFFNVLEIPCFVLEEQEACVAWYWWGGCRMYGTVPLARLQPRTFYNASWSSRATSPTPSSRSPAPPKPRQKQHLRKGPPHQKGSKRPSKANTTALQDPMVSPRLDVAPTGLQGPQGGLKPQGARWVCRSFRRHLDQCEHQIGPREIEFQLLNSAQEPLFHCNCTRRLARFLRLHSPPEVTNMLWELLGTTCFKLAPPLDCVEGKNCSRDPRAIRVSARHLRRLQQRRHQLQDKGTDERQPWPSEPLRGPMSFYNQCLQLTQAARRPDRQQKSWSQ
ARFGAP1 inh: rat ARFGAP1 inhibition; Arfgap1-stimulated ARF1 GTP hydrolysis, GDP FP detection; 0.26% of 360,000 active; AID 651572; Q62848; inhibition, % at 16.5 µM;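 active means inhibition above a per-plate limit, mean inhibition of low control wells plus 3 SD, cut at about 25% in these data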;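 further: 0% = DMSO wells with enzyme and 100% = wells lacking Arfgap1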
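System: truncated rat Arfgap1 GAP domain / Medium: HEPES-based buffer, pH 7.5 / Also added: N-terminally truncated human ARF1-GTP substrate / Incubation: enzyme reaction 120 min at 25 °C after 20 min preincubation / Measured by: FP of antibody-bound GDP Alexa 633 tracer, ex 620/em 688 nm / Replicates: singlicate, each compound tested once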
NPR2 activator: GC-B (human) receptor activation | 0.11% of 370,000 active | activation, % at 10 µM | HEK293-GC-B cells, CNP EC30, cGMP TR-FRET; 0% at EC30 CNP, 100% saturating CNP | P20594;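 active means activation at 10 µM reaching about 35% in either raw or pattern-adjusted values, limit read from the data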
Tn6 DDE FP: inhibitors of Tn6 peptide binding to human fibrin DD(E); P02675; Fibrin DD(E) TRITC-Tn6 fluorescence polarization displacement; inhibition, % at 8.3 µM; 0.21% of 370,000 active; AID 720509;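 active means inhibition above a per-campaign cutoff: mean of compounds within control limits plus 3 SD, cut at about 15% in these data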;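 further: 0% = median of all compound wells on the plate and 100% = blocking peptide control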
NPR1 activator: GC-A (human) enzyme activation. activation, % at 10 µM. HEK293 GC-A cells, cGMP TR-FRET, EC30 ANP; 0% at EC30 ANP, 100% saturating ANP. 0.14% of 370,000 active; in the data active means activation above about 40%
ADAM10 inh: ADAM10 inhibition, QFRET primary screen; O14672; recombinant ADAM10, EDANS/DABCYL FRET peptide cleavage, 3 h; 0.62% of 370,000 active; inhibition, % at 7 µM; AID 720582;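 active means inhibition above a per-campaign cutoff equal to the mean of compounds falling between control-based bounds plus 3 SD, cut at about 20% in these data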;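 further: 0% = DMSO wells while the 100% control is not disclosed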
Active calls of the source: *; i = inactive; . = not tested or not shown.

SMILES	ASAP1 inh	rCAG RNA binder	proKLK7 act	FXN GAA850 act	sPLA2-III inh	ARFGAP1 inh	NPR2 activator	Tn6 DDE FP	NPR1 activator	ADAM10 inh
O=C(NCc1nc2ccccc2[nH]1)C1=C[C@H](c2ccc(C(F)(F)F)cc2)C[C@H](OCCCCO)O1	-4	6	-0.5	-2.6	-12	10	-3	6	-1	7
O=C(NCC1CCCO1)C1CCN(C2CCN(Cc3ccco3)CC2)CC1 (stereo not drawn)	0	-9	0.8	1.2	-2	-5	-1	4	1	-1
COc1ccc([C@@H]2[C@@H]3C(=O)N(C(C)(C)C)C(=O)[C@@H]3[C@]3(CC(C)C)C(=O)N(c4cccc(F)c4)C(=O)N23)cc1	1	-4	-0.1	15*	-14	-9	-9	2	-9	4
COC(=O)[C@H](Cc1ccccc1)N1CC(N2CCCC2)CS1(=O)=O (stereo partly drawn)	-2	3	0.0	.	7	1	4	-2	1	-7
O=C(CCCn1c(=O)oc2ccccc21)NNC(=O)COc1ccc(F)cc1	-7	1	-0.3	-0.5	11	-23	-2	-2	-3	0
Cc1ccc2c(c1)C(c1ccccc1)N(C(=O)c1ccc3c(c1)OCO3)CC(=O)N2 (stereo not drawn)	-4	3	0.2	1.5	1	-4	-17	1	-26	4
Cc1cc(-c2nc(-c3ccc(C(C)(C)C)cc3)no2)no1	-9	-4	0.0	3.9	-2	11	-12	13	-8	-1
C/C(=N/NC(=O)c1ccncc1)c1cc2ccc(O)cc2oc1=O	-7	i	7.5	0.0	-90	-2	1	-9	1	i
Cc1cc(Br)c(NC(=O)COC(=O)C2CC2C)c(Br)c1 (stereo not drawn)	15	-1	-0.5	0.0	10	7	0	-3	1	-6
O=C(CN1CCOCC1)NCCNC(=O)CN1CCOCC1	12	0	-0.1	0.8	6	-5	4	-2	-2	-11
Nc1nc(-c2cccc(Br)c2)cs1	8	1	0.0	1.4	4	-9	-4	5	5	-2
COc1ccc2c(c1)C(=O)C(=O)N2CCS(=O)(=O)c1ccccc1	-1	1	0.0	-0.7	5	-5	-3	-10	-4	-5
O=C(c1ccco1)N1CCN(C(=O)c2ccc(CS(=O)c3ccc(F)cc3)o2)CC1 (stereo not drawn)	13	-1	-0.1	1.1	6	11	4	0	0	-5
CCn1c(CCNC(=O)c2cccs2)nnc1SCC(=O)Nc1nc(-c2ccccc2)cs1	7	5	0.0	-0.5	-21	10	-1	1	11	7
NC(=O)CNCCC(c1ccccc1)c1ccccc1	-5	4	0.0	1.0	-4	-4	-5	6	-8	11
COCCNC(=S)N1C2CCC1CC(NC(=O)NC13CC4CC(CC(C4)C1)C3)C2 (stereo not drawn)	1	-5	-0.5	-0.2	4	4	2	-7	2	-1
O=C(COc1ccccc1)N(CCc1ccccc1)c1nc(-c2ccc(F)cc2)cs1	-6	4	0.2	3.8	-1	1	5	2	0	9
CC(C)Oc1cccc(C(=O)Nc2ccc(N3CCN(C)CC3)cc2)c1	-6	2	-0.5	2.8	-10	5	3	-5	0	4
O=C(Nc1ccccc1F)Nc1cc(S(=O)(=O)N2CCOCC2)ccc1N1CCCC1	9	3	0.5	0.8	-2	3	-1	0	3	4
COc1ccc(CNc2ncc(-c3ccccc3)n2C)c2ccccc12	-2	1	0.4	-1.9	-5	1	2	-4	-14	11
CCC(=O)N(Cc1cc2ccc(C)cc2[nH]c1=O)c1ccccc1OC	8	-3	0.5	1.3	-7	0	-1	-8	-8	-16
COC(=O)c1ccccc1NC(=O)CSc1nc2c(c(=O)[nH]1)CCC2	-5	3	0.7	0.7	1	7	-9	4	-5	-5
O=C(COC(=O)c1ccc(Br)o1)NC12CC3CC(CC(C3)C1)C2	-7	-1	0.5	1.5	-3	-15	3	-9	-1	-4
CCOc1ccc2[nH]c(=O)c(CN(CCCO)C(C)=O)cc2c1	-5	2	1.9	-3.1	0	4	0	7	2	-230
CC(C)c1ccccc1NC(=O)COC(=O)CCN1C(=O)/C(=C\C=C\c2ccccc2)SC1=S	1	8	-0.2	-13	-3	2	-6	1	-3	-5
Cc1cccc2cc(CN(Cc3cccs3)S(=O)(=O)c3ccc4c(c3)OCCO4)c(=O)[nH]c12	2	0	-0.2	-0.8	-4	6	2	-3	-1	-3
CCC1SC2=NC(C)=C(C(=O)OCC(C)C)C(/C=C/c3ccccc3OC)N2C1=O (stereo not drawn)	-4	9	0.5	0.8	-13	9	-12	-5	-7	3
Cc1ccc2cc(C)c(SCC(=O)NCC3CCCO3)nc2c1 (stereo not drawn)	6	-4	0.0	-2.0	-3	0	-4	6	-7	4
CCC(C)N(C(=O)CSc1nnc(NC(C)C)s1)C1CCS(=O)(=O)C1 (stereo not drawn)	-2	-2	-0.2	0.1	-1	-8	0	3	2	3
O=C(Nc1ccc2nc(-c3cccs3)[nH]c2c1)c1cccs1	20	7	0.3	2.6	-1	11	4	-7	9	-90
O=C(COC(=O)c1ccc2ccccc2n1)NCc1ccccc1	4	-3	-0.4	1.3	-1	8	-2	1	1	2
O=C(CSc1nnc(CNC(=O)c2ccccc2)o1)NCc1ccccc1Cl	2	-3	0.1	0.4	-3	9	1	-5	5	2
CCO[C@@H]1OC(C(=O)NCc2nc3ccccc3[nH]2)=C[C@H](c2ccccc2)[C@H]1CCCO	-7	-8	0.2	-0.6	-6	-9	0	6	0	1
CC(=O)OC(C(=O)N1CCOCC1)c1c(F)cccc1F (stereo not drawn)	-16	0	-0.7	-0.9	4	-9	2	-2	2	1
CC/C(=N\NC(=O)c1ccncc1)C12CC3CC(CC(C3)C1)C2	-6	4	-0.8	0.1	-1	3	2	-4	-1	3
COc1ccc(C(=O)n2ncc(C#N)c2N)cc1	-7	0	0.3	1.3	1	-2	1	0	3	-3
CC1CC(=O)N(CC(=O)NCc2ccccc2)c2ccccc2S1(=O)=O (stereo not drawn)	-1	2	0.4	-0.1	8	-10	0	1	-3	3
O=C(Cc1ccc(Cl)c(Cl)c1)NNC(=S)NCC1CCCO1 (stereo not drawn)	2	-4	-0.5	2.8	15	-6	3	2	3	0
CC1CCN(C(=O)COC(=O)c2ccc3c(c2)OCO3)CC1	-1	-3	-0.3	4.2	-2	5	-2	4	1	-5
Cn1cc(S(=O)(=O)N2CCC(Cc3ccccc3)CC2)c(=O)n(C)c1=O	2	0	0.0	-0.7	2	-1	2	-9	0	-7
CCOC(=O)c1sc(Nc2nc(C)cc(OC)n2)nc1C	-7	-1	0.6	0.2	2	12	7	-11	12	-2
O=C(O)[C@H](Cc1ccccc1)NC(=O)N1CCN(c2ccccc2)CC1	-3	2	0.0	-0.7	0	13	2	-2	5	-2
Cc1[nH]c2ccccc2c1SCC(=O)N1CCN(c2ccccc2)CC1	4	1	0.1	-0.6	0	-4	-5	5	-7	-8
CCOC(=O)C1CCN(C(=O)Cn2c(=O)c3cccn3c3cccnc32)CC1	9	-2	-0.8	0.6	5	-2	0	-1	-2	-26
O=C1CSC(c2ccccn2)N1c1ccccc1F (stereo not drawn)	-1	-1	0.3	0.3	4	3	0	0	3	1
O=C(CNC(=O)c1ccc(Br)o1)NCc1ccc(F)cc1	1	-1	-0.2	-0.9	5	10	-1	8	3	-1
COC(=O)Cc1[nH]c(=O)[nH]c1C(=O)OC	8	2	0.6	-1.4	2	8	1	0	4	-1
O=C(CCN1CCCCCC1)Nc1cccc(F)c1	6	2	0.1	-0.1	8	-1	-2	-1	1	7
CCOc1ccc(C(=O)NC2CCN(S(=O)(=O)c3ccccc3)CC2)cc1	-4	-8	0.7	1.4	-4	-9	-3	9	-4	-6
COc1cccc(-c2cccc(NC(=O)C3CCN(C4CCC4)CC3)c2)c1	4	-7	0.4	0.9	8	-10	9	12	0	-17
O=C(O)CCCn1cc(NC(=O)COc2ccccc2[N+](=O)[O-])cn1	-2	1	0.4	2.3	3	-1	5	9	-1	-1
Cc1ccccc1NC(=O)c1cccc(NC(=O)c2c(C(=O)O)cccc2[N+](=O)[O-])c1	-2	-2	0.7	0.1	6	3	3	10	3	1
Cc1ccc(CNC(=O)CCCN2C(=S)NC(C)(C)CC2C)cc1 (stereo not drawn)	-5	-5	0.9	1.1	10	0	5	11	3	-4
O=C(Nc1cccc(Cl)c1Cl)c1ccccc1OCC(=O)N1CCOCC1	-12	-1	0.2	0.3	-4	1	9	2	19	-9

At a glance, part of the list above.
SMILES	ASAP1 inh	rCAG RNA binder	proKLK7 act	FXN GAA850 act	sPLA2-III inh	ARFGAP1 inh	NPR2 activator	Tn6 DDE FP	NPR1 activator	ADAM10 inh
COC(=O)Cc1[nH]c(=O)[nH]c1C(=O)OC	8	2	0.6	-1.4	2	8	1	0	4	-1
O=C(CCN1CCCCCC1)Nc1cccc(F)c1	6	2	0.1	-0.1	8	-1	-2	-1	1	7
CCOc1ccc(C(=O)NC2CCN(S(=O)(=O)c3ccccc3)CC2)cc1	-4	-8	0.7	1.4	-4	-9	-3	9	-4	-6
COc1cccc(-c2cccc(NC(=O)C3CCN(C4CCC4)CC3)c2)c1	4	-7	0.4	0.9	8	-10	9	12	0	-17

Whole records as entered above. Order of values: ASAP1 inh | rCAG RNA binder | proKLK7 act | FXN GAA850 act | sPLA2-III inh | ARFGAP1 inh | NPR2 activator | Tn6 DDE FP | NPR1 activator | ADAM10 inh
Shown for Cc1ccccc1NC(=O)c1cccc(NC(=O)c2c(C(=O)O)cccc2[N+](=O)[O-])c1 : -2 | -2 | 0.7 | 0.1 | 6 | 3 | 3 | 10 | 3 | 1
Shown for CC(C)Oc1cccc(C(=O)Nc2ccc(N3CCN(C)CC3)cc2)c1 : -6 | 2 | -0.5 | 2.8 | -10 | 5 | 3 | -5 | 0 | 4
Shown for COC(=O)[C@H](Cc1ccccc1)N1CC(N2CCCC2)CS1(=O)=O (stereo partly drawn) : -2 | 3 | 0.0 | . | 7 | 1 | 4 | -2 | 1 | -7
Shown for Cc1ccc2c(c1)C(c1ccccc1)N(C(=O)c1ccc3c(c1)OCO3)CC(=O)N2 (stereo not drawn) : -4 | 3 | 0.2 | 1.5 | 1 | -4 | -17 | 1 | -26 | 4
